Compound activity (PubChem BioAssay)
V1R ag counter: activates human V1a receptor in oxytocin agonist counter-screen. P37288. CHO-V1R cells, Fluo-8 calcium fluorescence, agonist mode; 0% DMSO, 100% 3 nM vasopressin. activation, % at 3 µM. hit rate 0.25% among 320,000;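 active means activation above the mean activation of all tested compounds plus 3 SD, per screening run, cut at about 20% in these data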;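 further: signal is peak over basal fluorescence ratio across a 100 second FLIPR read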
Target sequence (P37288 whole entry, looked up): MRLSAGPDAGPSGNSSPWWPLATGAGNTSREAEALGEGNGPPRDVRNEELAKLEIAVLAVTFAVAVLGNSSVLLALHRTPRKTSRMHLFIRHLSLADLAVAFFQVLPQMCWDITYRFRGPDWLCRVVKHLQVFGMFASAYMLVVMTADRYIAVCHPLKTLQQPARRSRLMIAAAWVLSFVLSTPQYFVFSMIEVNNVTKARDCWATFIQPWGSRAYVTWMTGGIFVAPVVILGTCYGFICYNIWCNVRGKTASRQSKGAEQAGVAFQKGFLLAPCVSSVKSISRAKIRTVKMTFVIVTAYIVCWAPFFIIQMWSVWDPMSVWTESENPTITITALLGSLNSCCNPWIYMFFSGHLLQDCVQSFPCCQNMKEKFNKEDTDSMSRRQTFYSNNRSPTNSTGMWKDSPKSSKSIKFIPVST
MEKK2 WT-MEK5: raises or lowers MEK5 binding to wildtype human MEKK2 PB1 domain. hit rate 1.1% among 290,000. binding response (% of control), % at 10 µM. Q9Y2U5. AID 1531. bead flow cytometry, Alexa488-MEK5 binding to MEKK2 WT; actives lie on both sides; in the data active means binding response below about 67% or above about 130%
GalR3 antag: blocks the human galanin receptor 3; O60755; HEK293 GalR3-CNG cAMP membrane potential fluorescence; galR3 body fused to GalR1 C-terminus; inhibition, % at 3 µM; hit rate 0.44% among 360,000; AID 651719;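 active means inhibition above the screen-wide average plus 3 SD, cut at about 13% in these data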;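 further: forskolin and galanin both at EC90 stimulate the cells; cAMP rise reported by CNG channel membrane potential dye signal; 0% = forskolin plus galanin with DMSO and 100% = forskolin alone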
Target sequence (O60755 1-299 limits assumed): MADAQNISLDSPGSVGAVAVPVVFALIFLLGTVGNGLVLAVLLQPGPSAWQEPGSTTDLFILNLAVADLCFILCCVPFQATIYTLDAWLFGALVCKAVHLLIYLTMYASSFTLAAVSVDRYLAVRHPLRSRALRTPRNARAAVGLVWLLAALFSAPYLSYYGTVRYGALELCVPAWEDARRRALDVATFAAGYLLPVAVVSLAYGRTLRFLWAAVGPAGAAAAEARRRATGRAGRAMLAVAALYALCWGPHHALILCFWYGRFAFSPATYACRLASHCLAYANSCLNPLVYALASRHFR
PfM18AAP inh: blocks P. falciparum M18 aspartyl aminopeptidase; recombinant PfM18AAP, H-Glu-NHMec fluorogenic cleavage; inhibition, % at 7.35 µM; hit rate 1.2% among 290,000; AID 1822;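 active means inhibition above the campaign mean inhibition over all tested compounds plus 3 SD, cut at about 28% in these data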;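 further: 0% = plate median of test compound wells and 100% = 2 mM ZnCl2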
OXTR agonist: agonists of human oxytocin receptor. P30559. CHO-OTR cells, Fluo-8 calcium fluorescence; normalized: DMSO 0%, oxytocin 100%. activation, % at 3 µM. hit rate 0.32% among 320,000;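 active means activation above the mean of all tested compounds plus 3 SD, cutoff set per screening run, cut at about 20% in these data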;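 further: peak over basal fluorescence ratio from a 100 s FLIPR kinetic read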
MEKK2mut PB1 HTS: signal of MEK5 binding to mutant human MEKK2 PB1 domain | hit rate 0.35% among 290,000 | percent response, % at 10 µM | AID 1530 | bead flow cytometry, Alexa488-MEK5 binding to MEKK2 mutant; in the data active means percent response above about 24%, passing the limit was not always enough; further: inactives centre near 1; some results filed as inactive read as strong as hits
OXTR potentiator: potentiates the human oxytocin receptor response. P30559. CHO-OTR cells, Fluo-8 calcium fluorescence, potentiator mode; 0% = oxytocin EC15, 100% = EC100. activation, % at 3 µM. hit rate 0.061% among 320,000;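 active means activation above that plate's cutoff, the mean activation of tested compounds plus 3 SD, cut at about 6.6% in these data, passing the limit was not always enough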;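 further: 100% uses oxytocin at 75 nM as the full agonist control; some results filed as inactive read as strong as hits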
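System: human OTR in CHO cells; Also added: sub-maximal oxytocin, roughly EC15; Timing: compound 6 min at room temperature before oxytocin, 100 s read; Technique: Fluo-8 intracellular calcium fluorescence, ex 470-495, em 515-575 nm; Controls: oxytocin EC15 low and EC100 high; Replication: singlicate.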
NALP1 inh: blocks the NALP1 inflammasome reconstituted in yeast; S. cerevisiae NALP1/ASC/caspase-1 growth, X-gal OD620, 72 h; inhibition, % at 10 µM; hit rate 0.61% among 280,000; AID 2071; in the data active means inhibition mostly above about 24%, no sharp cut-off; inactive means mostly below about 32%; further: some compounds called inactive have numbers as strong as hits
GPR7 antag: antagonists of human GPR7 (neuropeptides B/W receptor 1) | P48145 | GPR7-expressing cells, fluorescence antagonist assay | inhibition, % at 4.4 µM | hit rate 1.1% among 290,000; in the data active means inhibition above about 16%, passing the limit was not always enough;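 further: cells stimulated with the agonist NPW; 0% = agonist with vehicle and 100% = vehicle without agonist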
Target sequence (P48145 whole entry, looked up): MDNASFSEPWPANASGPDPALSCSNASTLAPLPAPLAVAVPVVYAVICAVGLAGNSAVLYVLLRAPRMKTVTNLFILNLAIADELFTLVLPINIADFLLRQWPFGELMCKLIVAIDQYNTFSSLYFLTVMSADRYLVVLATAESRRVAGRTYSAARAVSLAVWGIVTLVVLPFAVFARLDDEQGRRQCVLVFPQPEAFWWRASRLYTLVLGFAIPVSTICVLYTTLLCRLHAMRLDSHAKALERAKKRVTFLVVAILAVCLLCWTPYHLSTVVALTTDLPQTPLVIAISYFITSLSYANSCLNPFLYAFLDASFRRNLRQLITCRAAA
* marks the source's active call; other numbers are inactive results; x = not tested or not shown.

SMILES	V1R ag counter	MEKK2 WT-MEK5	GalR3 antag	PfM18AAP inh	OXTR agonist	MEKK2mut PB1 HTS	OXTR potentiator	NALP1 inh	GPR7 antag
Cc1ccc(-n2c(=O)[nH]c3c(C(N)=O)nc(C(C)C)nc32)cc1	0.4	100	-9	3	-1.9	3	-19	-14	-13
O=C(CN1C(=O)CCS(=O)(=O)c2ccccc21)NCc1ccc2c(c1)OCO2	0.2	109	-2	6	0.1	17	-6	3	-5
Clc1cccc2sc(N3CCN(c4ccccc4)CC3)nc12	1.4	113	2	-5	-0.7	14	-9	20	-7
COC(CNC(=O)c1ccc2c(c1)ncn2-c1ccc(C)cc1C)OC	-1.0	99	-7	-2	0.8	5	1	6	0
CN1C(=O)c2ccc(NC(=O)CSc3ccccc3)cc2C1=O	0.6	105	-1	-6	-0.8	6	2	2	3
CCOC(=O)c1cc2c(C(F)(F)F)cc(-c3cccnc3)nc2o1	0.3	100	-5	5	-0.3	-2	1	20	12
Cc1ccc(-n2c(Cc3cccs3)nnc2SCC(=O)Nc2ccc(F)c(F)c2)cc1	1.4	97	x	0	0.0	-4	-9	16	5
O=C(NCCc1ccccc1)c1nc(CS(=O)(=O)c2ccc(Cl)cc2)no1	7.9	105	2	0	5.3	-1	-14	9	8
CC1CCc2c(sc(NC(=O)c3c([N+](=O)[O-])cnn3C)c2C(N)=O)C1 (configuration not stated)	x	105	-3	2	x	6	x	-1	-9
C=CCn1c(SCC(=O)N2CCOCC2)nc2ccccc2c1=O	0.4	103	-7	5	-0.7	3	-6	-20	-1
COc1cccc(C(=O)Nc2cccc(C(C)=O)c2)c1	0.5	92	2	5	0.1	-6	0	26	4
COc1ccccc1NC(=O)/C=C/c1ccc(OC)c(S(=O)(=O)N2CCOCC2)c1	0.8	x	-4	-4	0.5	x	-8	-18	-2
CCCCC(=O)NC(c1cccs1)c1cc(Cl)c2cccnc2c1O (configuration not stated)	0.2	102	-9	-4	-0.7	2	-2	-1	-2
CC(=O)c1ccc(N2CCN(C(=O)c3cc(-c4cccnc4)nc4ccc(Br)cc34)CC2)cc1	0.9	102	-1	0	0.8	1	2	8	-5
O=C(Nc1ccc(OCC(=O)N2CCOCC2)cc1)c1cccc(Cl)c1	0.3	106	-2	0	-0.3	4	-4	-3	-10
N=C1C(c2ccccc2)=C(O)CN1c1cccc(S(=O)(=O)NCc2ccco2)c1	-0.8	98	-5	-1	0.3	-7	-3	-4	-3
CCOc1ccc(Cl)cc1S(=O)(=O)N1CCC(C(=O)NCc2cccnc2)CC1	0.7	97	-6	0	1.0	-4	-6	12	-1
CCCCn1c(N)c(N(CCOC)C(=O)c2ccc(C)c(S(=O)(=O)N3CCOCC3)c2)c(=O)[nH]c1=O	-0.5	x	8	x	-0.6	x	-8	x	x
CCOc1ccc(Oc2ccc(C(F)(F)F)cc2NC(=O)C2=COCCO2)cc1	-0.1	x	-6	x	-0.3	x	-1	x	x
O=C(CSc1nc(-c2ccccc2)nc2ccc(F)cc12)Nc1cccc(C(=O)O)c1	7.8	99	-1	2	9.5	4	-7	x	0
COc1ccccc1N1CCN(C(=O)C2CCC(CNS(=O)(=O)c3ccc(NC(C)=O)cc3)CC2)CC1 (configuration not stated)	x	109	-4	-6	x	2	x	11	-6
COc1ccc(Cl)cc1Nc1nc2ccc(C)cc2n2cnnc12	1.2	96	-13	2	0.2	4	-19	19	-6
COc1ccccc1N1CCN(C(=O)CCNS(=O)(=O)c2ccc3c(c2)CCC(=O)N3)CC1	-0.4	96	0	-1	0.0	-4	0	10	-5
CCOC(=O)C1C(=O)CC(C)(O)C(C(=O)OCC)C1c1ccc(Br)o1 (configuration not stated)	-0.4	97	-1	6	-0.9	-1	-13	24	5
COc1ccc(COc2cc(-c3cccc(OC)c3)nc3ccc(NC(C)=O)cc23)cc1	1.7	106	-3	-5	-0.7	3	-15	24	5

Next part
SMILES	V1R ag counter	MEKK2 WT-MEK5	GalR3 antag	PfM18AAP inh	OXTR agonist	MEKK2mut PB1 HTS	OXTR potentiator	NALP1 inh	GPR7 antag
CN(C)c1ccc(Nc2cc(Cl)ncn2)cc1	-0.4	94	-9	-25	-1.1	-2	-9	29	9
Cc1noc(C)c1CSCC(=O)N(C)CC(=O)Nc1ccc(Cl)c(Cl)c1	7.1	x	-1	x	5.7	x	-14	x	x
Cc1ccc(SCC(=O)NCCN2C(=O)CSC2=O)cc1C	-0.6	99	-4	-10	-0.9	-2	1	27	-7
COc1ccc([C@H]2[C@@H](C#N)[C@H](C#N)N3CCCN23)cc1	3.3	89	-3	-1	0.5	2	0	10	4
COC(=O)c1cc(NC(=O)C2COc3ccccc3O2)cc(C(=O)OC)c1 (configuration not stated)	0.4	101	3	6	-0.6	1	-5	39	-16
COc1ccc(CCNC(=O)c2coc(=O)c(Br)c2)cc1	0.4	98	-10	3	0.5	-5	2	20	0
COc1cccc(CC(=O)OCC(=O)NC2(C#N)CCCCC2)c1	0.0	x	-1	x	0.2	x	-6	x	x
COc1ccc(C(=O)C2CCCN(C(=O)CCC3=NNC(=O)CC3)C2)c(C)c1 (configuration not stated)	0.5	92	-5	-2	1.0	-12	-11	-13	-5
COc1ccc(CCN(C)CC(O)COc2ccc(C(C)=O)cc2OC)cc1OC (configuration not stated)	-0.2	100	-3	0	0.0	0	-2	10	-15
COc1cccc(N(CC(=O)NCC2CCCO2)C(=O)CCC(=O)Nc2nccs2)c1 (configuration not stated)	0.0	99	1	-13	-0.1	2	-9	-4	-11
Cc1ccc(NC(=O)CSc2nnc(CNC(=O)c3cccs3)o2)cc1	0.8	103	0	-1	-0.1	3	7	0	-6
O=C(CSC1=NC(=O)C(Cc2ccccc2)C(=O)N1)NC1CCCCC1 (configuration not stated)	-0.1	99	-3	0	0.3	-1	-1	0	-6
COc1ccc(N(Cc2cc3ccccc3[nH]c2=O)S(C)(=O)=O)cc1	3.5	91	1	-7	2.5	-6	-10	19	0
COc1cc(C(=O)NCCCn2ccnc2)cc(OC)c1OC	0.8	100	-1	10	0.4	-9	-2	13	12
CCOC(=O)c1cc(C(=O)c2cc(Cl)ccc2O)coc1=N	0.4	102	-7	2	-0.1	5	-3	-1	-13
Cc1ccc(S(=O)(=O)N(C)C)cc1NC(=S)NC(C)CCC(C)C (configuration not stated)	7.0	92	-3	-10	5.8	-5	-5	9	13
CN(CC(=O)Nc1ccc(F)cc1)C(=O)c1cc(-c2ccco2)nc2ccccc12	-0.3	x	0	x	-1.1	x	-2	x	x
Cc1ccc2nc(-c3ccc(Br)o3)oc(=O)c2c1	-1.0	97	-1	0	-0.8	5	-1	17	-7
Cc1ccc(C)c2c1sc(=NC(=O)CN1C(=O)CCC1=O)n2C	-0.8	100	0	-2	-0.3	-4	-3	21	-8
CS(=O)(=O)N(CC(=O)NCc1ccncc1)c1cc(Cl)cc(Cl)c1	0.9	92	-2	-1	0.1	-7	-14	-4	-8
Cc1c(NC(=O)C(=O)/C=C(/O)c2ccccc2)c(=O)n(-c2ccccc2)n1C	1.9	101	-3	3	-0.7	0	-7	35	-4
O=C(CCN1CCCCC1)Nc1ccc(Br)cc1	2.7	100	-5	-5	4.0	2	-1	2	-8
N#Cc1ccc(CSCC(=O)NN=C2CCCC2)cc1	0.6	94	-1	3	0.2	-4	-7	-1	4
O=C1C2C3C=CC(C4CC34)C2C(=O)N1/N=C/c1ccc([N+](=O)[O-])s1 (configuration not stated)	-0.6	101	-1	-4	-0.5	0	-9	9	1
O=C(COC(=O)CSc1ccc(Cl)cc1)Nc1ccc2[nH]c(=O)[nH]c2c1	2.0	x	-4	x	1.8	x	1	x	x

Brought forward from above: 4 compounds, then new ones.
SMILES	V1R ag counter	MEKK2 WT-MEK5	GalR3 antag	PfM18AAP inh	OXTR agonist	MEKK2mut PB1 HTS	OXTR potentiator	NALP1 inh	GPR7 antag
O=C(CCN1CCCCC1)Nc1ccc(Br)cc1	2.7	100	-5	-5	4.0	2	-1	2	-8
N#Cc1ccc(CSCC(=O)NN=C2CCCC2)cc1	0.6	94	-1	3	0.2	-4	-7	-1	4
O=C1C2C3C=CC(C4CC34)C2C(=O)N1/N=C/c1ccc([N+](=O)[O-])s1 (configuration not stated)	-0.6	101	-1	-4	-0.5	0	-9	9	1
O=C(COC(=O)CSc1ccc(Cl)cc1)Nc1ccc2[nH]c(=O)[nH]c2c1	2.0	x	-4	x	1.8	x	1	x	x
O=C(N/N=C/c1cccc(Br)c1)c1ccc(Cn2cc(Br)cn2)o1	2.0	99	-12	-10	1.0	-1	-7	35	-3
Cc1ccccc1CN(c1ccc(C(=O)Nc2ccccc2C(=O)NCc2ccco2)cc1)S(C)(=O)=O	1.6	99	-7	0	4.3	2	-8	12	3
Cc1ccc(C(=O)NCCCNC(=O)c2ccccn2)cc1	0.4	101	4	2	-0.1	2	-2	0	-3
CN(C)S(=O)(=O)c1cccc(C(=O)Nc2ccccc2[N+](=O)[O-])c1	0.5	95	15*	-3	1.1	-1	0	19	-5
O=C1C=C(O)C(n2cncn2)C(c2ccc(F)cc2)C1 (configuration not stated)	1.5	96	-3	10	0.1	-5	-1	5	-4
Oc1ccccc1C1=NN(c2ccccc2)C(c2ccccc2)C1 (configuration not stated)	-0.4	100	-12	15	-1.3	-1	-16	0	-1
Cc1ccc(S(=O)(=O)CCC(=O)OCC(=O)NCC(=O)Nc2c(C)cc(C)cc2C)cc1	0.3	x	-5	x	-0.5	x	4	x	x
COc1cc(C(=O)N=C2SC3CS(=O)(=O)CC3N2c2ccccc2)cc(OC)c1OC (configuration not stated)	-0.3	101	-10	6	0.1	-1	1	16	-9
O=C(CN(Cc1ccc(F)cc1)C(=O)CCC(=O)Nc1ccccn1)NCc1ccc(F)cc1	0.1	101	-8	3	1.8	3	2	5	-7
C/C(=N\Nc1c([N+](=O)[O-])c(C)nn1C)c1ccc(F)cc1F	-0.3	91	4	-2	0.0	-11	-7	-1	2
COc1ccc(N(C(=O)c2snc(C(N)=O)c2N)C(C(=O)NC2CCCC2)c2ccc(OC)c(OC)c2)cc1 (configuration not stated)	1.9	100	-9	5	0.4	3	-8	-6	-14
O=S1(=O)CCO[C@H]2Cc3ccccc3[C@H]2N1Cc1cccc(C(F)(F)F)c1	-0.1	101	-4	-12	-2.3	-1	-5	-1	-13
CS(=O)(=O)N1CCN(C(=O)Cc2cccs2)CC1	0.5	79	-4	3	0.1	-9	-1	24	-8
Cc1ccc(N(C)C(=O)C2CCN(S(=O)(=O)c3ccc4c(c3)oc(=O)n4C)CC2)cc1	0.4	106	-1	-4	1.9	4	-6	29	5
N#Cc1ccccc1Sc1ccccc1C(=O)Nc1ccc(Br)cc1	-0.7	x	-5	1	-1.6	x	-8	13	-2
CC(=O)Nc1ccc(C(=O)Nc2cccc(S(=O)(=O)N(C)c3ccccc3)c2)cc1	6.1	x	-7	x	3.6	x	-10	x	x
CSc1nc(N)nc(C(C)C)n1	0.6	104	-2	0	-0.3	0	-3	x	9
Cc1ccc(O)c(C(=O)c2cnc3c(c2)c(C)nn3C)c1	2.3	91	-8	-2	0.4	-7	-10	38	2
COc1cc(C(=O)NC(C)c2cc(C)ccc2C)ccc1OCC(=O)N1CCOCC1 (configuration not stated)	0.7	x	0	x	0.1	x	-3	x	x
CCOC(=O)Cc1csc(NS(=O)(=O)c2ccc(F)cc2)n1	1.3	107	3	-4	1.0	15	-5	-8	-5
CCOC(=S)SCc1cn2ccccc2n1	-0.2	101	-7	13	0.1	-3	-10	6	-3
